Dengue-2 NS5 capping – flavivirus cap methylation enzyme inhibition – biochemical, confirmation dose response, primary screen (AID 588689); Dengue-2 NS5 methyltransferase capping enzyme assay, biochemical; higher % means a stronger effect; one-dose inhibition, % at 25 µM; IC50 in µM for titrated hits; 340,000 tested, 0.3% active; in the data active means a potency from the dose series
Autophagy mod – autophagy modulation, high-content screen; MEF GFP-LC3 puncta imaging; test concentration mostly 10 µM; 190,000 tested, 0.98% active; calls only at 10 µM (by protocol);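 active means percentage of spot-positive cells more than 3 SD above its plate mean, without a fluorescence outlier flag or 80% toxicity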;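 further: spot-positive cell cutoff set from DMSO-treated cells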
RSV CPE inhibition – RSV antiviral activity via CPE protection, HEp-2 cells, primary 10 µM value included (AID 2391); HEp-2 cells, RSV-induced CPE inhibition; higher % means a stronger effect; CPE inhibition, % at 10 µM, or IC50 in µM where a hit was titrated; 310,000 tested, 0.13% active; in the data active means a potency from the dose series; further: strong numbers were not always called active
WT yeast gro inh – growth inhibition of WT yeast, mitochondrial fusion screen; mitochondrial fusion phenotypic screen, WT strain; inhibition, % at 10 µM; 190,000 tested, 2.1% active; in the data active means inhibition above about 58%; tested in S. cerevisiae
UTI89 phage lysis – protection from phage-mediated lysis, alamar blue read-out – E. coli UTI89, K1F phage, bacterial capsule biogenesis inhibitors (AID 488966) | inhibition, % at 100 µM; hits with a dose series show IC50 in µM | E. coli UTI89 K1F phage lysis, alamar blue, 2 h; higher % means a stronger effect | 340,000 tested, 0.02% active;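 active means phage lysis inhibition, versus mean bacterial control, above a set limit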;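 further: capsule biogenesis inhibitors block K1F phage lysis so surviving cells raise fluorescence; higher fluorescence means more inhibition of phage lysis; actives were called in the ten point dose series up to 300 µM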
NTR1 ag – agonists of NTR1, primary screen, imaging, U2OS cells, beta-arrestin-GFP, high content (AID 493036) | P30989 | NTR1-U2OS beta-arrestin-GFP spot imaging, agonist mode | activation, % at 20 µM | 330,000 tested, 0.17% active;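 active means activation at or above 40% of the spot to cytoplasm intensity ratio, with at least 20 cells analyzed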;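 further: 0% = DMSO without peptide and 100% = 100 nM NTR1 peptide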
Target sequence (P30989 whole entry, looked up): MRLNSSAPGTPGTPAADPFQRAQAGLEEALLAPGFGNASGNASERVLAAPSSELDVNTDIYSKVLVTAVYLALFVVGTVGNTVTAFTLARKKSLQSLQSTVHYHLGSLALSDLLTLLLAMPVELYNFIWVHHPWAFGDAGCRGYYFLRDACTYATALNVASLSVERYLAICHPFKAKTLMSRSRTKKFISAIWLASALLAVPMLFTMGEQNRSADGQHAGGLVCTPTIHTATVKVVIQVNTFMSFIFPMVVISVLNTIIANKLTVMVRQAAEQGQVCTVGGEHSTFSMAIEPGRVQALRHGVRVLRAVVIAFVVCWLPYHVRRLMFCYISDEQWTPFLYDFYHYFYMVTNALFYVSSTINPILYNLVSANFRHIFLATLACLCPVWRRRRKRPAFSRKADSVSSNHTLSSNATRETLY
LYP phosphatase – inhibitors of LYP phosphatase, biochemical, fluorescence intensity, uHTS (AID 1779); inhibition, % at 11.5 µM; hits with a dose series show IC50 in µM; 290,000 tested, 0.054% active; recombinant LYP phosphatase, fluorescence intensity; higher % means a stronger effect; in the data active means inhibition above about 50%;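 further: plate controls were vehicle with enzyme for no effect and no enzyme for full effect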
AID2073 – inhibitors of Mint1-CaV2.2 protein interaction, biochemical, HTRF (AID 2073); inhibition, % at 20 µM, or IC50 in µM where a hit was titrated; 290,000 tested, 0.19% active; HTRF protein-protein interaction, Mint1-CaV2.2; higher % means a stronger effect; in the data active means inhibition mostly above about 51%, no sharp cut-off; further: some results filed as inactive read as strong as hits
GPR35 arrestin U2OS – GPR35 antagonists blocking zaprinast-driven arrestin recruitment, primary screen, imaging, U2OS, beta-arrestin-GFP, zaprinast agonist (AID 2058) | U2OS GPR35 beta-arrestin-GFP translocation imaging, zaprinast antagonism; higher % means a stronger effect | inhibition, % at 10 µM; hits with a dose series show IC50 in µM | 290,000 tested, 0.052% active;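 active means inhibition of at least 50% with at least 30 cells and total cytoplasm GFP at most 10,000,000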
WT yeast gro inh mutant strain – also measured in WT yeast gro inh; calls as there; inhibition, %; mitochondrial fusion phenotypic screen, mutant strain inhibition
Autophagy mod cell loss 18 h – also measured in Autophagy mod; calls as there; toxicity, %; measured here: cell loss, nuclei count;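 cell loss after 18 h compound exposure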
NTR1 ag cell count 20 µM – recorded beside NTR1 ag, whose call it bears; cell count; measured here: cell count, cytotoxicity flag
* = called active by the depositor; [ ] = remark or other dose. The order is random. Share with any hit: about 2.6%.

Screening Cc1cc(C)nc(SCC(=O)Nc2ncc3c(n2)CC(C)(C)CC3=O)n1 returned Dengue-2 NS5 capping 1%, Autophagy mod inactive, RSV CPE inhibition 0.3%, WT yeast gro inh 9, UTI89 phage lysis 1.6%, NTR1 ag -1.0, LYP phosphatase -4%, AID2073 -3%, GPR35 arrestin U2OS 7%, WT yeast gro inh mutant strain 16, Autophagy mod cell loss 18 h -23 and NTR1 ag cell count 20 µM 87.
For COc1ccccc1C(=O)C1CCCN(C(=O)c2ccc(C(C)=O)s2)C1 (stereo not given) the results were Dengue-2 NS5 capping -6%, RSV CPE inhibition 2.2%, UTI89 phage lysis 0.2%, NTR1 ag -0.4, LYP phosphatase -9%, AID2073 30%, GPR35 arrestin U2OS -7% and NTR1 ag cell count 20 µM 69.
CCOC(=O)c1ccccc1NC(=O)CSc1nc2ccccc2n1CC(=O)N1CCCC1 was read as Dengue-2 NS5 capping -1%, Autophagy mod inactive, RSV CPE inhibition 0.7%, WT yeast gro inh -1, UTI89 phage lysis 0.3%, NTR1 ag 0.3, LYP phosphatase -2%, AID2073 -3%, GPR35 arrestin U2OS -1%, WT yeast gro inh mutant strain -18, Autophagy mod cell loss 18 h 9 and NTR1 ag cell count 20 µM 53.
`Cc1csc(N2CCCC2c2nc3cc(C(F)(F)F)ccc3n2CCOCCO)n1` (stereo not given) gave Dengue-2 NS5 capping -6%, RSV CPE inhibition 0.5%, UTI89 phage lysis 1.0%, NTR1 ag 1.0 and NTR1 ag cell count 20 µM 47.
`CCn1c(=O)c(=O)[nH]c2cc(C(=O)NCC3CCCCC3)ccc21` gave Dengue-2 NS5 capping 9%, Autophagy mod inactive, RSV CPE inhibition 2.9%, WT yeast gro inh 7, UTI89 phage lysis -1.6%, NTR1 ag 2.2, LYP phosphatase -2%, AID2073 1%, GPR35 arrestin U2OS -12%, WT yeast gro inh mutant strain 10, Autophagy mod cell loss 18 h 5 and NTR1 ag cell count 20 µM 59.
Screening Cc1ccc2[nH]c3c(c2c1)CN(C)CC3 returned Dengue-2 NS5 capping -1%, Autophagy mod inactive, RSV CPE inhibition -0.6%, WT yeast gro inh -8, UTI89 phage lysis 0.2%, NTR1 ag -1.4, LYP phosphatase -6%, AID2073 -1%, GPR35 arrestin U2OS 8%, WT yeast gro inh mutant strain -10, Autophagy mod cell loss 18 h 0 and NTR1 ag cell count 20 µM 45.
N#Cc1nc(COc2ccccc2Cl)oc1NCc1ccco1 was read as Dengue-2 NS5 capping -17%, Autophagy mod inactive, RSV CPE inhibition 2.0%, WT yeast gro inh 1, UTI89 phage lysis 0.5%, NTR1 ag 0.9, LYP phosphatase -2%, AID2073 -5%, GPR35 arrestin U2OS -8%, WT yeast gro inh mutant strain 7, Autophagy mod cell loss 18 h 4 and NTR1 ag cell count 20 µM 71.
Screening CN(c1ccc(-c2csc(NC(=O)C3CC(=O)N(Cc4ccco4)C3)n2)cc1)S(C)(=O)=O (stereo not given) returned Dengue-2 NS5 capping -7%, RSV CPE inhibition 2.7%, UTI89 phage lysis 2.1%[50 µM], NTR1 ag 3.1 and NTR1 ag cell count 20 µM 60.
`Cc1cccc(C)c1NC(=S)N1CCC(N(C)CC2CCCO2)CC1` (stereo not given) gave Dengue-2 NS5 capping -6%, Autophagy mod inactive, RSV CPE inhibition -0.1%, UTI89 phage lysis -0.9%, NTR1 ag -0.4, LYP phosphatase -10%, AID2073 14%, GPR35 arrestin U2OS 19%, Autophagy mod cell loss 18 h 1 and NTR1 ag cell count 20 µM 75.
`COc1ccccc1CCC(=O)Nc1ccc2c(c1)CN(CCCn1cccn1)CC2` gave Dengue-2 NS5 capping -10%, RSV CPE inhibition 0.9%, UTI89 phage lysis 0.6%, NTR1 ag 0.0, LYP phosphatase -4%, AID2073 9%, GPR35 arrestin U2OS 16% and NTR1 ag cell count 20 µM 50.
Cc1ccc(N2CC(C(=O)Nc3c(C)n(C)n(-c4ccccc4)c3=O)CC2=O)cc1 (stereo not given) was read as Dengue-2 NS5 capping 1%, Autophagy mod inactive, RSV CPE inhibition 3.5%, WT yeast gro inh -19, UTI89 phage lysis 0.3%, NTR1 ag -1.6, LYP phosphatase -5%, AID2073 -5%, GPR35 arrestin U2OS 4%, WT yeast gro inh mutant strain -2, Autophagy mod cell loss 18 h 8 and NTR1 ag cell count 20 µM 62.
For COC(=O)c1ccc(O)c(Sc2cc(C(=O)OC)ccc2O)c1 the results were Dengue-2 NS5 capping -12%, Autophagy mod inactive, RSV CPE inhibition 2.5%, WT yeast gro inh -3, UTI89 phage lysis -0.4%, NTR1 ag -0.5, LYP phosphatase 5%, AID2073 -3%, GPR35 arrestin U2OS -3%, WT yeast gro inh mutant strain 1, Autophagy mod cell loss 18 h 7 and NTR1 ag cell count 20 µM 63.
CCOC(=O)NC(C(F)(F)F)(C(F)(F)F)P(=O)(c1ccccc1)c1ccccc1 was read as Dengue-2 NS5 capping -2%, Autophagy mod inactive, RSV CPE inhibition 1.5%, WT yeast gro inh 8, UTI89 phage lysis 0.0%, NTR1 ag -0.1, LYP phosphatase -4%, AID2073 2%, GPR35 arrestin U2OS 0%, WT yeast gro inh mutant strain -6, Autophagy mod cell loss 18 h -9 and NTR1 ag cell count 20 µM 49.
`Cc1ccc(C(=O)Nc2ccc(S(=O)(=O)Nc3cnc4ccccc4n3)cc2)cc1` gave Dengue-2 NS5 capping -2%, RSV CPE inhibition 2.8%, UTI89 phage lysis -0.6%, NTR1 ag 3.0, LYP phosphatase 0%, AID2073 3%, GPR35 arrestin U2OS -8% and NTR1 ag cell count 20 µM 62.
For CCNNC(=O)C(O)(c1cccc(C)c1)c1cccc(C)c1 the results were Dengue-2 NS5 capping 2%, Autophagy mod inactive, RSV CPE inhibition 0.5%, WT yeast gro inh -9, UTI89 phage lysis -0.3%, NTR1 ag 1.1, LYP phosphatase 2%, AID2073 6%, GPR35 arrestin U2OS 15%, WT yeast gro inh mutant strain 4, Autophagy mod cell loss 18 h -6 and NTR1 ag cell count 20 µM 48.
Screening COCCNC(=O)c1ccccc1NC(=O)c1ccc(Cl)c(S(=O)(=O)Nc2ccc(C)cc2C)c1 returned Dengue-2 NS5 capping -1%, Autophagy mod inactive, RSV CPE inhibition 6.2%, WT yeast gro inh 39, UTI89 phage lysis 1.0%, NTR1 ag 1.4, LYP phosphatase 0%, AID2073 8%, GPR35 arrestin U2OS 8%, WT yeast gro inh mutant strain -16, Autophagy mod cell loss 18 h 9 and NTR1 ag cell count 20 µM 59.
O=C(CCCCCNC(=S)Nc1ccc(Cl)cc1)C[N+](=O)[O-] was read as Dengue-2 NS5 capping -8%, Autophagy mod inactive, RSV CPE inhibition 1.7%, WT yeast gro inh 9, UTI89 phage lysis -1.3%, NTR1 ag -0.1, LYP phosphatase -2%, AID2073 2%, GPR35 arrestin U2OS 10%, WT yeast gro inh mutant strain 1, Autophagy mod cell loss 18 h -5 and NTR1 ag cell count 20 µM 23.
For Nc1ccc(C(=O)NCCCSc2ccccc2)cc1[N+](=O)[O-] the results were Dengue-2 NS5 capping -1%, RSV CPE inhibition 12%, UTI89 phage lysis -0.9%, NTR1 ag 0.1, LYP phosphatase -5%, AID2073 6%, GPR35 arrestin U2OS -11% and NTR1 ag cell count 20 µM 41.
CC(=O)c1cccc(NC(=O)c2ccccc2N(Cc2ccccc2)S(C)(=O)=O)c1 was read as Dengue-2 NS5 capping -8%, RSV CPE inhibition 0.8%, UTI89 phage lysis 0.5%, NTR1 ag -0.6, LYP phosphatase -8%, AID2073 1%, GPR35 arrestin U2OS 8% and NTR1 ag cell count 20 µM 60.
`Cc1ccc(C(=O)N(C)CC(=O)Nc2ccc(Cl)c(C(F)(F)F)c2)cc1S(=O)(=O)N1CCCCC1` gave Dengue-2 NS5 capping -5%, RSV CPE inhibition 1.1%, UTI89 phage lysis -0.1%[50 µM], NTR1 ag 9.9 and NTR1 ag cell count 20 µM 67.
Screening COc1ccc2ccc(=O)oc2c1CC(O)C(C)(C)O (stereo not given) returned Dengue-2 NS5 capping 1%, RSV CPE inhibition 1.5%, UTI89 phage lysis 1.0%, NTR1 ag 6.9, LYP phosphatase -4%, AID2073 16%, GPR35 arrestin U2OS -13% and NTR1 ag cell count 20 µM 76.
Screening CN1CCN(S(=O)(=O)c2ccc3ccccc3c2)CC1 returned Dengue-2 NS5 capping 5%, Autophagy mod inactive, RSV CPE inhibition 0.0%, WT yeast gro inh 6, UTI89 phage lysis 4.7%, NTR1 ag -0.1, LYP phosphatase -4%, AID2073 -3%, GPR35 arrestin U2OS -3%, WT yeast gro inh mutant strain 10, Autophagy mod cell loss 18 h 9 and NTR1 ag cell count 20 µM 51.
`Cc1ccc(C)c(NC(=O)Cn2nc([N+](=O)[O-])c(Br)c2C)c1` gave Dengue-2 NS5 capping 1%, Autophagy mod inactive, RSV CPE inhibition 0.4%, WT yeast gro inh -11, UTI89 phage lysis 0.0%, NTR1 ag 5.0, LYP phosphatase -7%, AID2073 3%, WT yeast gro inh mutant strain -24, Autophagy mod cell loss 18 h 4 and NTR1 ag cell count 20 µM 45.
For COc1ccc(O)c(/C=N/N=C/c2cccc([N+](=O)[O-])c2)c1 the results were Dengue-2 NS5 capping -13%, RSV CPE inhibition -0.2%, UTI89 phage lysis 1.3%, NTR1 ag 0.6, LYP phosphatase -6%, AID2073 10%, GPR35 arrestin U2OS 10% and NTR1 ag cell count 20 µM 59.
Cc1onc(-c2ccccc2)c1C(=O)N/N=C/C=C/c1ccccc1 was read as NTR1 ag -0.5, LYP phosphatase -3%, AID2073 -4%, GPR35 arrestin U2OS -9% and NTR1 ag cell count 20 µM 44.
For CC(Cc1ccccc1)NC(=O)C1CCCNC1=O (stereo not given) the results were Dengue-2 NS5 capping 0%, Autophagy mod inactive, RSV CPE inhibition 3.6%, WT yeast gro inh 18, UTI89 phage lysis 0.4%, NTR1 ag -0.6, LYP phosphatase -2%, AID2073 0%, GPR35 arrestin U2OS -7%, WT yeast gro inh mutant strain 18, Autophagy mod cell loss 18 h 1 and NTR1 ag cell count 20 µM 46.

Three compounds out of the list, ordered by SMILES length, smallest number first.
For Nc1ccc(C(=O)NCCCSc2ccccc2)cc1[N+](=O)[O-] the results were Dengue-2 NS5 capping -1%, RSV CPE inhibition 12%, UTI89 phage lysis -0.9%, NTR1 ag 0.1, LYP phosphatase -5%, AID2073 6%, GPR35 arrestin U2OS -11% and NTR1 ag cell count 20 µM 41.
O=C(CCCCCNC(=S)Nc1ccc(Cl)cc1)C[N+](=O)[O-] was read as Dengue-2 NS5 capping -8%, Autophagy mod inactive, RSV CPE inhibition 1.7%, WT yeast gro inh 9, UTI89 phage lysis -1.3%, NTR1 ag -0.1, LYP phosphatase -2%, AID2073 2%, GPR35 arrestin U2OS 10%, WT yeast gro inh mutant strain 1, Autophagy mod cell loss 18 h -5 and NTR1 ag cell count 20 µM 23.
`Cc1ccc(C(=O)Nc2ccc(S(=O)(=O)Nc3cnc4ccccc4n3)cc2)cc1` gave Dengue-2 NS5 capping -2%, RSV CPE inhibition 2.8%, UTI89 phage lysis -0.6%, NTR1 ag 3.0, LYP phosphatase 0%, AID2073 3%, GPR35 arrestin U2OS -8% and NTR1 ag cell count 20 µM 62.
